LYPLA2 inh: counter-screen for PME1 inhibitors: inhibitors of human LYPLA2. O95372. recombinant LYPLA2, FP-Rh probe fluorescence polarization. inhibition, % at 5.9 µM. 0.38% of 320,000 active. AID 2177;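 active means inhibition above the screen-wide mean plus 3 SD, limit set per campaign, cut at about 26% in these data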;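 further: 0% = LYPLA2 with DMSO and 100% = wells lacking LYPLA2 enzyme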
Target sequence (O95372 whole entry, looked up): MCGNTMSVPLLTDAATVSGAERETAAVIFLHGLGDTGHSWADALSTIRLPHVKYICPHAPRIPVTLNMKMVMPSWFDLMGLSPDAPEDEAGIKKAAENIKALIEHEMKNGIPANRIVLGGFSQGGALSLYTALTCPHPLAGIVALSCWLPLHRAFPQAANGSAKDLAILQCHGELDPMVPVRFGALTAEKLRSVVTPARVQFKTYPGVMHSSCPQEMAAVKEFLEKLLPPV
GSTO1 counter: blocks human GSTO1 in RBBP9 counter-screen; P78417; recombinant GSTO1, activity-based probe fluorescence polarization; inhibition, % at 5.96 µM; 1.1% of 300,000 active;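 active means inhibition above the campaign mean inhibition plus 3 SD, cut at about 35% in these data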;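 further: 0% = GSTO1-1 with DMSO and 100% = wells lacking GSTO1-1 enzyme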
Target sequence (P78417 whole entry, looked up): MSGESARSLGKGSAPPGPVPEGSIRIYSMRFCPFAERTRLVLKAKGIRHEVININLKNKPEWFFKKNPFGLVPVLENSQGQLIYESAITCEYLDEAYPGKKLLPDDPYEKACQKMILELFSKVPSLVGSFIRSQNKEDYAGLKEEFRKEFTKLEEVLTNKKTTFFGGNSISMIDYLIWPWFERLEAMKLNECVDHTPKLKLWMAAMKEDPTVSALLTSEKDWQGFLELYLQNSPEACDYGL
LYPLA1 counter: blocks human lysophospholipase 1, a PME1 counter-screen; O75608; recombinant LYPLA1, FP-Rh probe fluorescence polarization; inhibition, % at 5.9 µM; 0.16% of 320,000 active; AID 2174;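 active means inhibition above the mean of all tested compounds plus 3 SD, set per campaign, cut at about 14% in these data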;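 further: inhibitors block serine hydrolase probe labeling of LYPLA1 so polarization falls; 0% = enzyme with DMSO and 100% = wells lacking LYPLA1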
PAFAH1B2 FP inh: PAFAH1B2 (human) inhibition | P68402 | recombinant PAFAH1B2, FP-rhodamine activity probe, fluorescence polarization | inhibition, % at 3.39 µM | 1.2% of 340,000 active | AID 492953;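 active means inhibition above the mean of all tested compounds plus 3 SD, cut at about 24% in these data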;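 further: 0% = enzyme with DMSO and 100% = wells lacking PAFAH1B2; many of its hits are not listed in these tables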
Target sequence (P68402 whole entry, looked up): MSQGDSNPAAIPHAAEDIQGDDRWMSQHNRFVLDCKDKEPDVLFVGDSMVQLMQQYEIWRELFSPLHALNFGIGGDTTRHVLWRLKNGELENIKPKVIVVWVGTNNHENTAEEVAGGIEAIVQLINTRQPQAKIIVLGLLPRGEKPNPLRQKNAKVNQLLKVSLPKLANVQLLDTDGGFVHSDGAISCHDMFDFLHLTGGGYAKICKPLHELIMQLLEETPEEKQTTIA
PREPL inh: inhibitors of human prolyl oligopeptidase-like enzyme PREPL. 0.68% of 320,000 active. inhibition, % at 5.96 µM. Q4J6C6. recombinant PREPL, fluorescence polarization activity-based probe; in the data active means inhibition above about 43%;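 further: 0% = enzyme with DMSO and 100% = wells lacking enzyme; many of its hits are not listed in these tables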
PAFAH1B3 inh: blocks human PAF acetylhydrolase 1B catalytic subunit 3; 0.28% of 340,000 active; Q15102; AID 492972; recombinant PAFAH1B3, FP-rhodamine probe, fluorescence polarization; inhibition, % at 3.39 µM;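 active means inhibition above the screen-wide average of all tested compounds plus 3 SD, cut at about 25% in these data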;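 further: 0% = enzyme with DMSO only and 100% = wells lacking PAFAH1B3 protein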
Target sequence (Q15102 whole entry, looked up): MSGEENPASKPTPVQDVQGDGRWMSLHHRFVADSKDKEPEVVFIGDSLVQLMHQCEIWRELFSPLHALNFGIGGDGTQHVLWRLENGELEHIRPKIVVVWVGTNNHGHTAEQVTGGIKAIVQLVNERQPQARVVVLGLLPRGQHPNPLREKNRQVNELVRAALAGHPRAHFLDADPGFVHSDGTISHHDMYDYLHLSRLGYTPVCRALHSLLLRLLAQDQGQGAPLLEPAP
PAFAH2 inh: PAFAH2 (human) inhibition | Q99487 | recombinant PAFAH2, FP-rhodamine activity probe, fluorescence polarization | inhibition, % at 3.39 µM | 0.99% of 340,000 active | AID 492956;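 active means inhibition above the mean over all tested compounds plus 3 SD, cut at about 30% in these data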;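 further: inhibitors block probe labeling of enzyme so polarization drops; 0% = enzyme with DMSO and 100% = wells lacking PAFAH2 protein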
pPAFAH inh: pPAFAH (human) enzyme inhibition; Q13093; recombinant pPAFAH, FP-rhodamine probe fluorescence polarization; inhibition, % at 3.39 µM; 1.5% of 330,000 active; AID 463082;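 active means inhibition above the mean inhibition across the screen plus 3 SD, cut at about 25% in these data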;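 further: inhibitors block binding of the rhodamine activity-based probe so polarization drops; 0% = enzyme with DMSO and 100% = wells lacking pPAFAH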
PAD4 FP inh: inhibitors of human PAD4; 0.41% of 330,000 active; AID 485272; inhibition, % at 6.36 µM; recombinant PAD4, RCA probe fluorescence polarization;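 active means percent inhibition above a cutoff equal to the mean of all tested compounds plus 3 SD, cut at about 15% in these data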;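 further: 0% = PAD4 with RCA probe and DMSO and 100% = probe without PAD4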
* marks the source's active call; other numbers are inactive results; . = not tested or not shown. Only part of the results is shown; count on the stated rates, not on these rows.

SMILES	LYPLA2 inh	GSTO1 counter	LYPLA1 counter	PAFAH1B2 FP inh	PREPL inh	PAFAH1B3 inh	PAFAH2 inh	pPAFAH inh	PAD4 FP inh
c1ccc(-c2csc(-c3ccncc3)n2)cc1	1	-12	1	5	-3	-3	-1	1	-1
Cc1ccc(OC(C)C(=O)N(C)Cc2ccccc2)c([N+](=O)[O-])n1 (stereo unspecified)	10	0	1	1	8	4	6	0	2
Cc1cc(C)c(S(C)(=O)=O)c(S(=O)(=O)c2ccc(Cl)cc2)n1	1	-5	-2	6	-2	0	0	8	-4
Cn1cnnc1SCC(=O)Nc1ncc(C(F)(F)F)cc1Cl	0	8	0	3	14	12	0	-1	0
CN(C1CCCCC1)S(=O)(=O)c1ccc(C(=O)O)cc1	-2	16	-7	16	-1	7	10	5	1
O=C(COc1cccnc1[N+](=O)[O-])Nc1ccc(Cl)cc1F	.	.	.	9	29	9	5	0	-4
COc1ccccc1-n1cnc2cc(C(=O)NCCCN3CCOCC3)ccc21	9	0	1	4	14	-3	-1	-2	2
CCOC(=O)c1[nH]c2ccccc2c1NC(=O)c1ccc(S(=O)(=O)N2CCCC2)cc1	-8	-3	1	1	6	1	7	6	0
COC(=O)CCC(=O)OC1(C)C(=O)C=C2C=C(C3CC3)N(CC3CC3)C=C2C1=O (stereo unspecified)	5	33	-2	7	19	11	3	8	0
Cc1ccccc1-c1nc(CS(=O)(=O)CC(=O)NCc2ccc(F)cc2)c(C)o1	5	-2	1	11	-56	11	1	3	-4
CCOC(=O)C1(CC2CC2)CCN(Cc2ccc(O)c(Cl)c2)CC1	5	7	0	.	-1	.	.	2	-4
Cc1ccc(OCc2cc(C(=O)N(C)Cc3cnc4ccccn34)no2)cc1C	3	-1	0	6	-23	-1	-6	5	1

A portion taken from the entries so far, for reference:
SMILES	LYPLA2 inh	GSTO1 counter	LYPLA1 counter	PAFAH1B2 FP inh	PREPL inh	PAFAH1B3 inh	PAFAH2 inh	pPAFAH inh	PAD4 FP inh
CCOC(=O)C1(CC2CC2)CCN(Cc2ccc(O)c(Cl)c2)CC1	5	7	0	.	-1	.	.	2	-4
Cc1ccc(OCc2cc(C(=O)N(C)Cc3cnc4ccccn34)no2)cc1C	3	-1	0	6	-23	-1	-6	5	1

(list continues)
SMILES	LYPLA2 inh	GSTO1 counter	LYPLA1 counter	PAFAH1B2 FP inh	PREPL inh	PAFAH1B3 inh	PAFAH2 inh	pPAFAH inh	PAD4 FP inh
Cc1cccc(C)c1NC(=O)N1CCC(c2nc3ccccc3o2)CC1	2	9	0	0	10	3	-9	4	0
O=C(Cc1c[nH]c2ccccc12)Nc1cccc(S(=O)(=O)N2CCCCC2)c1	-1	5	-2	.	9	.	.	5	-9
CCC(Sc1nc2ccccc2o1)C(=O)O (stereo unspecified)	-1	3	0	3	1	3	-4	3	-1
Cc1cc(NC(=O)c2ccc(Cl)cc2)cc(C)c1OCC(=O)N1CCOCC1	2	2	-1	-1	2	7	0	3	2
COc1ccc(NC(=O)CSc2nnnn2-c2ccc(OC)cc2)cc1	5	5	-1	9	6	7	-2	4	0
O=C(c1c(F)cccc1F)N(Cc1ccccn1)C1CC1	7	-1	0	1	-7	8	-5	1	-1
Cc1ccc(N(C(=O)c2snc(C(N)=O)c2N)C(C(=O)NCC2CCCO2)c2ccc(C)o2)c(C)c1 (stereo unspecified)	0	19	-3	0	-4	5	-2	1	-3
COc1cc([C@@H]2c3cc4c(cc3[C@@H](O)[C@@H](CO)[C@@H]2CO)OCO4)cc(OC)c1O[Si](C)(C)C(C)(C)C	5	2	3	.	5	.	.	3	3
CC(C)C(=O)Nc1ccc(NC(=S)NC(=O)c2cc3ccccc3o2)cc1	-5	-6	0	-2	5	-3	-7	-4	-10
CC(NS(=O)(=O)c1ccccc1Cl)C1CC2CCC1C2 (stereo unspecified)	3	0	1	26*	-14	0	-9	3	1
Cc1nnc(NC(=O)Nc2ccc(Cl)c(Cl)c2)s1	2	-16	-5	-1	5	-1	-2	0	-5
CC(=O)N1CCN(C(=O)C2(NC(=O)Nc3cccc(F)c3)CCCCC2)CC1	-3	2	-2	-2	-4	5	-5	-3	-3
O=C(O)CNS(=O)(=O)c1cc(Cl)c(Cl)cc1Cl	-6	-3	-3	14	-3	8	-2	0	-5
COc1ccc(C2CC(C(F)(F)F)n3nc(C(=O)O)c(Br)c3N2)cc1 (stereo unspecified)	-3	-1	3	1	19	2	0	1	4
CN(c1ccc(C(=O)Nc2ccccc2C(=O)N2CCCC2)cc1)S(C)(=O)=O	17	8	6	1	12	0	5	0	1
CC(C)CN(C(=O)COC(=O)c1ccc(Cl)nc1)c1c(N)n(Cc2ccccc2)c(=O)[nH]c1=O	1	3	2	12	3	-2	-2	-2	-1
CCN(CC)S(=O)(=O)c1cccc(C(=O)NNC(=O)c2ccc3[nH]c(=O)c(=O)[nH]c3c2)c1	1	4	-1	6	20	7	-2	3	5
COC(=O)c1c(NC(=O)CN2CCC3(O)CCCCC3C2c2ccccc2OC)sc(C)c1C (stereo unspecified)	-5	-1	-12	4	27	3	-2	-3	3
Cc1cnc(C(=O)N2CCN(S(=O)(=O)c3ccc(F)c(F)c3F)CC2)cn1	.	.	.	8	7	-1	7	1	6
CC1=C(C(=O)OCc2ccccc2)C(c2cccnc2)n2nnnc2N1 (stereo unspecified)	-4	1	2	1	-30	-7	-6	8	0
O=C(c1ccc(F)cc1)C1CCN(C(=O)c2ccc(F)cc2)CC1	7	7	1	0	-6	1	5	7	-4
O=C(NCc1ccc2c(c1)OCO2)c1c(O)c2cccc3c2n(c1=O)CCC3	0	8	4	-1	15	3	1	2	-1
S=C(c1cn(Cc2ccccc2)c2ccccc12)N1CCOCC1	1	5	1	1	31	-2	8	0	4
O=C(N/N=C/C=C/c1ccccc1)c1ccncc1	-2	5	2	0	-5	4	-4	0	-4
O=C(CN(c1ccccc1)S(=O)(=O)c1ccccc1)N1CCOCC1	-2	-1	5	4	6	12	8	-4	-6
COc1ccccc1S(=O)(=O)Nc1cccc(-c2nnc3n2CCCCC3)c1	-7	1	2	-2	5	9	4	-1	-2
COC(=O)c1cccc(NC(=O)CSc2nnc(-c3ccco3)o2)c1	3	0	4	3	-5	-8	20	1	-1
CCC(C)[C@H](NC(=O)C1CCN(C(=O)[C@H](Cc2ccccc2)NC(=O)OC(C)(C)C)CC1)C(=O)O (stereo partly specified)	-3	-5	1	0	9	8	2	2	-1
O=C(COC(=O)C1=COCCO1)Nc1ccc(Cl)cn1	.	.	.	2	16	3	27	7	2
O=C(CNC(=O)c1ccc([N+](=O)[O-])cc1)N/N=C\c1ccc(OC(=O)c2ccccc2)cc1	-7	2	-6	0	6	5	0	3	1
Cc1cc(C)cc(C(=O)N2CC(C)SC2=Nc2cccc(S(=O)(=O)N(C)C)c2)c1 (stereo unspecified)	7	0	-5	10	4	-6	0	2	0
COc1ccc(C2CC(c3ccccc3)=NN2c2ccc(Cl)c(C(=O)O)c2)cc1 (stereo unspecified)	-12	9	-7	1	20	10	7	34*	0
O=P(O)(C(O)c1ccccc1)C(O)c1ccccc1 (stereo unspecified)	-6	-1	-3	-1	3	1	-1	5	2
CCOC(=O)C1=C(C)N(c2ccc(OC)cc2)C(=O)/C1=C\c1ccc(O)c(OCC)c1	6	57*	2	2	3	8	0	8	-3
Cc1cc(=O)oc2cc(OCC(=O)N3CC(C)OC(C)C3)ccc12 (stereo unspecified)	2	-1	1	.	-9	.	.	2	-5
Cc1cc(C)c(S(C)(=O)=O)c(N(C)NC(=O)c2c(F)cccc2F)n1	-2	2	-1	7	4	8	0	0	5

Reprinted from the part before: seven compounds; new compounds follow.
SMILES	LYPLA2 inh	GSTO1 counter	LYPLA1 counter	PAFAH1B2 FP inh	PREPL inh	PAFAH1B3 inh	PAFAH2 inh	pPAFAH inh	PAD4 FP inh
O=C(CNC(=O)c1ccc([N+](=O)[O-])cc1)N/N=C\c1ccc(OC(=O)c2ccccc2)cc1	-7	2	-6	0	6	5	0	3	1
Cc1cc(C)cc(C(=O)N2CC(C)SC2=Nc2cccc(S(=O)(=O)N(C)C)c2)c1 (stereo unspecified)	7	0	-5	10	4	-6	0	2	0
COc1ccc(C2CC(c3ccccc3)=NN2c2ccc(Cl)c(C(=O)O)c2)cc1 (stereo unspecified)	-12	9	-7	1	20	10	7	34*	0
O=P(O)(C(O)c1ccccc1)C(O)c1ccccc1 (stereo unspecified)	-6	-1	-3	-1	3	1	-1	5	2
CCOC(=O)C1=C(C)N(c2ccc(OC)cc2)C(=O)/C1=C\c1ccc(O)c(OCC)c1	6	57*	2	2	3	8	0	8	-3
Cc1cc(=O)oc2cc(OCC(=O)N3CC(C)OC(C)C3)ccc12 (stereo unspecified)	2	-1	1	.	-9	.	.	2	-5
Cc1cc(C)c(S(C)(=O)=O)c(N(C)NC(=O)c2c(F)cccc2F)n1	-2	2	-1	7	4	8	0	0	5
O=C(Nc1ccccc1Cl)N(Cc1nc2ccccc2c(=O)[nH]1)Cc1cccs1	-5	-5	-3	-6	-1	-6	-1	7	-6
O=C(O)c1csc(-c2ccccc2)n1	-4	-3	1	-1	3	0	10	-1	-3
O=C(CNCc1cccs1)Nc1cc(S(=O)(=O)N2CCCC2)ccc1Cl	7	2	2	6	17	9	-7	4	3
CCCCn1c(NCc2ccccc2O)nc2ccccc21	0	-3	-2	3	-3	3	1	2	-2
COP(=O)(OC)C(Nc1cc(Cl)cc(Cl)c1)c1cccc(O)c1 (stereo unspecified)	-1	19	-3	0	5	-9	5	-3	1
CCc1ccc(CN(C)Cc2nc(COc3ccccc3)no2)nc1	-2	0	-2	0	-7	8	30*	10	-2
COc1ccccc1C/C(N)=N/OC(=O)COc1ccc2ccccc2c1	4	9	0	6	-6	11	-1	6	-2
O=C(Cn1cccc1C(=O)c1ccccc1)NCCC1=CCCCC1	-7	4	-2	9	-9	8	7	7	-1
O=S(NCc1ccco1)C12CC3CC(CC(C3)C1)C2 (stereo unspecified)	-7	-3	1	10	10	-1	9	0	0
Cc1cc(C)c2c(n1)sc1c(=O)n(Cc3ccc(F)cc3)cnc12	1	-1	-3	0	1	1	8	-3	2
CC1CC(C)CN(C(=O)C2CCCN(S(=O)(=O)c3cnc[nH]3)C2)C1 (stereo unspecified)	-2	-3	-2	9	0	12	6	1	-1
c1ccc(Cc2noc(CN3CCCN(C4Cc5ccccc5C4)CC3)n2)cc1	7	9	5	3	2	10	6	6	-4
O=C(NCCN1CCOCC1)Nc1ccc(Cl)cc1	5	6	0	4	0	-4	2	2	-4
CCCSc1nnc(CN2CCOCC2)n1C	1	9	-2	-1	11	2	0	4	-4

Screening data: PubChem, The Scripps Research Institute Molecular Screening Center
